# Sm TGR inh = qHTS Assay for the Inhibitors of Schistosoma Mansoni Peroxiredoxins; purified TGR, DTNB reduction, TNB absorbance 405 nm; Potency, µM (titrated, usually from 114 µM), without a hit: top-dose activity change, negative = inhibition, most hits filed as inhibitors; 3% of 360,000 active; further: potency means the concentration at half of the fitted maximal effect; nearly all actives have a fitted effect of over 60% in size
#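 First, TGR (20 nM dispensed) and NADPH were mixed with compound. Second, a 15 min room-temperature incubation followed. Third, further NADPH and then DTNB were added to start the reaction. Finally, TNB absorbance was monitored kinetically.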
# AmpC inh detg = qHTS Inhibitors of AmpC Beta-Lactamase (assay with detergent); P00811; AmpC hydrolysis of nitrocefin, absorbance 480 nm, 0.01% Triton; Potency, µM (titrated, usually from 114 µM), inactives show at the highest dose activity change, negative = inhibition, actives largely listed as inhibitors; 0.041% of 370,000 active; AID 485294, 2010;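 further: potency means the concentration at half of the fitted maximal effect; 0% = no-compound wells and -100% = no-enzyme wells; nearly all actives have a fitted effect of over 25% in size; some results filed as inactive show a strong effect at the top dose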
# Target sequence (P00811 whole entry, looked up): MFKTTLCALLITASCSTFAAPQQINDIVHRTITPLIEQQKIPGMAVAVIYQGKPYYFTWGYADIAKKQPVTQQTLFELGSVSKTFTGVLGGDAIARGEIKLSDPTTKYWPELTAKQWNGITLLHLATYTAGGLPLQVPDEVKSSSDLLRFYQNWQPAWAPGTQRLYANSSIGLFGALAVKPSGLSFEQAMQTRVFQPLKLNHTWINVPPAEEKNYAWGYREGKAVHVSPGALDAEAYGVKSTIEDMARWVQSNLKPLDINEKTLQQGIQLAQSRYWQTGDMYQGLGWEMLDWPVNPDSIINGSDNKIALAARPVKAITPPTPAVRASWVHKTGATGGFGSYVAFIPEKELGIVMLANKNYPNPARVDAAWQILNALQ
#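 20 mM phosphate pH 7.0 + 0.01% (detergent screen) or 0.0001% Triton X-100; 5.3 nM AmpC reagent; cpd preinc 15 min RT; nitrocefin (800 uM stock) to start; A480 q20 s × 4 min; Activity was normalised to no-enzyme and no-compound control wells.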
# HCV inhibitor = qHTS Assay for Inhibitors of Hepatitis C Virus (HCV); Huh7.5.1 HCVcc-Cre infection, luciferase reporter, 44 h; Potency, µM (series often up to 41.8 µM), inactives show top-dose activity change, negative = inhibition, usual class: inhibitors; 3.4% of 340,000 active; AID 651820, 2012; further: potency means the concentration at half of the fitted maximal effect
#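 A cell-based infection assay in which seeded cells (1,000 per well) receive test compound after 4 h, are inoculated with HCVcc-Cre at approximately 0.5 moi, and are incubated 44 h before luminescence detection.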
# FBPA Giardia inh = qHTS Assay for Inhibitors of Fructose-1,6-bisphosphate Aldolase from Giardia Lamblia; A8B2U2; AID 2451, 2010; 0.71% of 290,000 active; purified Giardia FBPA; Potency, µM (titrated, usually from 59.6 µM), for the others: top-dose activity, negative = inhibition, usual class: inhibitors; further: potency means the concentration at half of the fitted maximal effect; nearly all actives have a fitted effect of over 55% in size
# Target sequence (A8B2U2 whole entry, looked up): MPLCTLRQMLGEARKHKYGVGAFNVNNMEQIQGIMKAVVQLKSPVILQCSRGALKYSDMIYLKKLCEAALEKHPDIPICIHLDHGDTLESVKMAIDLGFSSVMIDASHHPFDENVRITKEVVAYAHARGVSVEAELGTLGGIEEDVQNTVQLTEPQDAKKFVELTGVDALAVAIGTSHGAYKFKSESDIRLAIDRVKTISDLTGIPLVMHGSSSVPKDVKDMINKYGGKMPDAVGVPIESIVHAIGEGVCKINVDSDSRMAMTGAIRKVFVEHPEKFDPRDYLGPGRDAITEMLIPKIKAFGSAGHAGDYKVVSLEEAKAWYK
#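 Giardia FBPA (40 nM reagent) was preincubated 10 min at RT with compound (up to 57.5 uM final), then substrate plus GAPDH/TPI/NAD/arsenate coupling system with diaphorase/resazurin was added; resorufin fluorescence (525/598 nm) was read after 20 min.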
# HCMV antiviral = qHTS Assay for inhibitors of the human cytomegalovirus (HCMV). HFF cells, HCMV-luciferase reporter, 72 h; hits give low values. activity change, negative = inhibition, % at 57.5 µM. 4.5% of 410,000 active; in the data active means activity change below about -60%; inconclusive means no clear call, values can overlap the other calls; inactive means above about -39%
#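 Cell-based, HFFs, 1000 cells/well, 16 h 37C; cpds in DMSO + HCMV-luc, MOI 1 PFU/cell; 72 h 37C; OneGlo luminescence after 5 min RT; norm. to buffer vs Salinomycin 10uM.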
# AMA1-RON2 inh = qHTS for Inhibitors of AMA1-RON; Towards Development of Antimalarial Drug Lead: Primary Screen; 0.2% of 360,000 active; AID 720542, 2013; Potency, µM (highest dose often 58.2 µM), inactives show at the top dose activity change, negative = inhibition, usual class: inhibitors; AlphaScreen AMA1-biotinylated RON2 peptide binding; Plasmodium falciparum AMA1 (3D7) - RON2 peptide interaction;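 further: potency means the concentration at half of the fitted maximal effect; 0% = vehicle wells and -100% = peptide control; nearly all actives have a fitted effect of over 45% in size; some results filed as inactive show a strong effect at the top dose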
#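 AMA1 (3D7) with his tag at 25 nM final met compounds first, then biotinylated RON2 peptide at 25 nM; detection used donor plus acceptor beads, 10 µg/mL apiece, read by AlphaScreen after 30 min at room temperature.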
# * hit, by the source's call; ? = inconclusive; / = no result given; [ ] = dose if it differs, or a comment. Unless noted, the call rests on the fitted dose curve; in most records, active means well fitted curve in the direction sought with a large enough effect; inconclusive means small, poorly fitted or top-dose-only effect, or another doubt; inactive means no such curve, though single readings can be large; an effect the other way counts as inactive or inconclusive. Unless noted, on the % scale 0 is the no-effect control and ±100 the full control effect.
# Value order: FBPA Giardia inh	AMA1-RON2 inh	HCMV antiviral	Sm TGR inh	HCV inhibitor	AmpC inh detg
O=C(Cc1ccccc1)Nc1nonc1NC(=O)c1ccccc1
    3.9%	11.3%	-11.4	-0.4%	-1.8%	-10.3%
O=C(NCc1n[nH]c(=S)n1-c1ccc(F)cc1)c1ccc(S(=O)(=O)N2CCCC2)cc1
    1.5%	3.5%	37.1	-2.6%	11.2%	-1.1%
CN1CCc2nc(SCC(=O)Nc3cccc(F)c3)c(C#N)c(-c3cccs3)c2C1
    -25.4%	-14.4%	-0.9	20µM*	?	-17.8%
O=C(NCCCN1CCCCCC1)c1ccc2c(c1)NC(=O)C(N1CCOCC1)S2 (stereo not given)
    ?	-8.2%	-36.9	1.4%	7.9%	-2.3%
CCCCn1c(N)c(N(CCC(C)C)C(=O)C2=COCCO2)c(=O)[nH]c1=O
    /	-2.0%	32.8	-22.1%	/	3.2%
Cc1ccc2c(c1)C(=O)C(=O)N2CC1COc2ccccc2O1 (stereo not given)
    -3.7%	-24.4%	-67.5*	-10.5%	-16.9%	-1.2%
Cc1cccc(-c2nc3ccccc3c(=O)n2NC(=O)Cc2ccc(Cl)cc2)c1
    4.4%	-4.6%	?	-0.1%	-9.7%	-10.7%
CN1CCN(/N=C/c2cccc(Cl)c2Cl)CC1
    -1.1%	-14.1%	-7.6	1.5%	-5.9%	-0.2%
COc1ccc(Cl)cc1C(=O)Nc1ccc2oc(-c3ccc(C(C)(C)C)cc3)nc2c1
    /	/	32.6	-5.2%	/	1.1%
COc1c(O)ccc(/C=C(\C#N)c2nc3ccccc3[nH]2)c1[N+](=O)[O-]
    ?	43.1%[activator]	-23.3	-1.1%	-1.7%	-0.6%
CC(C)c1ccc(N(CC(=O)NC(C)(C)C)C(=O)CCC(=O)Nc2nccs2)cc1
    6.1%	-7.7%	-14.5	-14.4%	-5.6%	-13.1%
CC(C)OCCCNC(=O)c1cc(S(=O)(=O)N2CCc3ccccc32)cn1C
    3.6%	-1.7%	5.1	9.6%	-14.3%	?
COCCNC(=O)c1cc2c(-c3ccc(Cl)cc3)nn(C)c2s1
    -2.3%	-2.5%	120.5	-8.2%	?	-17.7%
CCOc1cc(N2CCOCC2)c(OCC)cc1NC(=O)COC(=O)COc1cc(C)cc(C)c1
    /	11.0%	-30.6	-3.6%	30.0%[activator]	-8.1%
O=c1[nH]cnc2nc(-c3ccc(N(CCCl)CCCl)cc3)[nH]c12
    /	-19.9%	0.0	/	?	/
COc1ccccc1CN1C(=O)C(=O)N(Cc2cccc(C)c2)C1=O
    -1.2%	-3.5%	-13.8	15.8%	-8.3%	2.1%
COc1ccc(/C=C/C(=O)NCC(=O)N/N=C/c2ccc(OC)cc2)cc1
    2.0%	-5.0%	-36.9	0.6%	?	4.1%
O=C(Cc1ccsc1)Nc1cc(F)ccc1F
    -5.2%	9.4%	?	6.5%	-2.4%	?
COCCn1c(=N)c(C(=O)NC(C)c2ccccc2)cc2c(=O)n3cc(C)ccc3nc21 (stereo not given)
    /	/	-39.7	3.0%	/	3.5%
Cc1ncc(CO)c(/C=N/NC(=O)c2cc3c(s2)CCCC3)c1O
    9.9%	-22.1%	-65.9*	-1.2%	7.94µM*	-5.2%
O=C1c2ccccc2C(O)(c2ccccc2)N1C1CC1 (stereo not given)
    4.8%	0.0%	-22.1	13.1%	17.4%	4.9%
Cc1ccc(C)c(NC(=O)CN(C)C(=O)c2nn(C)c(=O)c3ccccc23)c1
    4.4%	18.8%	46.2	-17.4%	9.4%	-1.9%
CC1CCCCC1NC(=O)CSCC(=O)O (stereo not given)
    8.1%	-12.8%	-4.2	-14.8%	34.2%[activator]	-4.7%
COc1ccc(CCNCc2ccc(Br)cc2)cc1OC
    ?	?	0.1	-10.4%	-10.7%	-11.1%
CN1C(=O)CC(N2CCC(c3nc4ccccc4[nH]3)CC2)C1=O (stereo not given)
    -23.5%	13.6%	4.5	89.1µM*	15.5%	?
CC1(C(=O)NCc2ccc(F)cc2)Oc2ccccc2NC1=O (stereo not given)
    11.1%	-3.1%	96.0	-8.5%	19.6%	0.5%
COc1ccc(CCNC(=O)c2c(C)nn(CC(C)C)c2Cl)cc1OC
    /	27.3%	10.4	0.0%	?	-4.4%
COc1cc(/C=C/c2nc3ccccc3c(=O)[nH]2)cc(Br)c1O
    ?	-13.9%	29.4	-18.5%	6.9%	-11.6%
COc1ccccc1NS(=O)(=O)c1ccc(NC(=O)c2nc3nc(C)cc(C(F)F)n3n2)cc1
    8.3%	-3.9%	-6.6	1.6%	-8.4%	?
Cc1ccc(-n2cccc2/C=C2\C(=N)N3N=C(c4ccco4)SC3=NC2=O)cc1
    8.9%	-11.5%	-21.1	-6.5%	4.1%	?

# A portion from further up:
# Value order: FBPA Giardia inh	AMA1-RON2 inh	HCMV antiviral	Sm TGR inh	HCV inhibitor	AmpC inh detg
CCCCn1c(N)c(N(CCC(C)C)C(=O)C2=COCCO2)c(=O)[nH]c1=O
    /	-2.0%	32.8	-22.1%	/	3.2%
Cc1ccc2c(c1)C(=O)C(=O)N2CC1COc2ccccc2O1 (stereo not given)
    -3.7%	-24.4%	-67.5*	-10.5%	-16.9%	-1.2%

# Other compounds:
# Value order: FBPA Giardia inh	AMA1-RON2 inh	HCMV antiviral	Sm TGR inh	HCV inhibitor	AmpC inh detg
O=C(NNC(=O)c1ccccc1-n1cccc1)c1ccc(Cl)c(Cl)c1
    4.0%	17.0%	-4.0	-13.8%	5.1%	-7.7%
CCOc1cccc2cc(-c3nnc(Nc4ccc(F)c(Cl)c4)s3)c(=O)oc12
    /	/	-12.9	-2.3%	/	-5.2%
O=C(NCc1ccco1)/C(=C/C=C/c1ccccc1)NC(=O)c1ccco1
    -6.0%	-2.3%	-10.3	25.1µM*	2.2%	-2.3%
O=C(Nc1cccc(F)c1)c1ccc(-c2ccccc2Cl)o1
    -21.0%	-8.5%	/	?	?	-4.7%
O=C(COC(=O)C1CCC(=O)N1)Nc1ccc(Oc2ccccc2)cc1 (stereo not given)
    -1.8%	-13.2%	-37.8	-1.7%	0.9%	8.4%
COc1ccc(-c2nc(SCC(=O)NCC3CCCO3)c(-c3ccc(C)cc3)[nH]2)cc1OC (stereo not given)
    /	/	11.6	-0.7%	/	16.0%
COc1cccc(C(O)C2OC(=O)c3ccccc32)c1OC (stereo not given)
    /	5.4%	9.6	/	12.9%	/
Cc1ccc(NS(=O)(=O)c2cccc3nsnc23)cc1C
    -11.3%	-12.1%	-38.0	-1.8%	10.6%	-10.7%
COc1ccc2nc(Cl)cc(Cl)c2c1
    4.7%	-0.7%	19.4	-12.9%	5.3%	-7.4%
Cc1ccc(NC(=O)CN2C(=O)c3ccccc3Sc3ccc(C(=O)N4CCOCC4)cc32)c(Cl)c1
    /	/	-9.9	-1.5%	/	1.3%
COc1ccc(C2CC(=O)Nc3sc(=N)c4c(N)c(C#N)c(N)nc4c32)cc1OC (stereo not given)
    -17.5%	45.9%[activator]	6.7	12.3%	19.2%	?
Cc1ccc(-n2c(O)c(C=NCCN(C)C)c(=O)[nH]c2=O)cc1
    1.3%	110.7%[activator]	20.2	-7.1%	15.5%	-14.8%
O=S1(=O)CCOC(CO)CN1Cc1ccc(Cl)c(Cl)c1 (stereo not given)
    /	7.8%	-22.4	/	5.2%	/
O=C(NCc1ccccn1)c1ccc(OC2CCN(Cc3cccs3)CC2)cc1
    -2.9%	14.8%	-12.7	-16.7%	3.8%	-11.8%
O=C(Nc1cccc(S(=O)(=O)NCc2ccco2)c1)c1cccc(Cl)c1
    /	13.4%	-39.1	/	?	/
COc1ccc(CCn2c3c(c(=O)[nH]c2=O)C(NC(=O)c2ccccc2F)(C(F)(F)F)C(=O)N3)cc1OC (stereo not given)
    /	/	1.3	-4.0%	/	19.8%
O=C1c2cccnc2C(Nc2ccccc2Br)N1Cc1ccco1 (stereo not given)
    -4.3%	-14.8%	-14.4	22.4µM*	0.8%	-3.0%
O=C(COC(=O)c1ccccc1)Nc1cc(S(=O)(=O)N2CCCCCC2)ccc1Cl
    /	-8.7%	-33.3	2.0%	19.0%	?
O=S(=O)(c1ccc(-c2ccon2)s1)N1CCN(c2ccncc2)CC1
    14.2%	-13.1%	/	?	-10.0%	5.1%
COc1cc(C2C(=O)N(C3CCCCCC3)CC(=O)N2CCc2ccccc2)ccc1OC(C)C (stereo not given)
    /	/	-31.5	5.5%	/	2.0%
COc1ccc(CCN2C(=O)CSC2=Nc2ccc(C(C)C)cc2)cc1OC
    -17.4%	?	?	6.6%	-76.5%	-5.7%
Cc1cccnc1Sc1c([N+](=O)[O-])ncn1C
    -7.3%	-7.3%	-35.2	0.0%	4.1%	-13.1%
COc1cccc(-c2cc(C(F)(F)F)n3nc(-c4ccc(C)cc4)cc3n2)c1
    /	/	1.2	10.3%	/	-2.2%
COc1ccc(S(=O)(=O)N2CCN(CC(=O)NCCc3cccs3)CC2)cc1
    /	-5.1%	?	14.6%	6.6%	3.2%
COc1ccc(NC(=S)N2CCC(N(C)CC3CCCO3)CC2)cc1Cl (stereo not given)
    0.7%	-9.1%	4.1	-6.4%	-13.8%	-7.4%
CCOCc1c(C(=O)OCC(=O)/C(C#N)=C(\C)N)oc2ccccc12
    -0.1%	-6.2%	-5.2	7.6%	?	-11.0%
Nc1nc(N)nc(-c2cccc(Cl)c2)n1
    /	-2.9%	63.2	7.6%	-13.5%	0.3%
COc1cc(Cl)ccc1OCc1cc(C(=O)N2CCCC(OC)C2)no1 (stereo not given)
    /	18.0%	115.0	3.5%	-5.3%	4.0%
O=C(/C=C/c1cn(CC(O)CN2CCCCC2)c2ccccc12)c1ccccc1 (stereo not given)
    -1.1%	-25.7%	-84.5*	1.7%	?	-0.9%
Cc1ccc(N(CC(=O)NCc2ccccn2)S(=O)(=O)c2ccccc2)cc1C
    11.4%	-1.5%	1.6	11.1%	8.8%	-0.3%

# Single values from the list:
# `O=C(Cc1ccccc1)Nc1nonc1NC(=O)c1ccccc1` | HCMV antiviral: -11.4
# `O=S(=O)(c1ccc(-c2ccon2)s1)N1CCN(c2ccncc2)CC1` | AMA1-RON2 inh: -13.1%

# Other compounds:
# Value order: FBPA Giardia inh	AMA1-RON2 inh	HCMV antiviral	Sm TGR inh	HCV inhibitor	AmpC inh detg
COCCN(C(=O)COC(=O)/C=C/c1ccc(Cl)c(Cl)c1)c1c(N)n(Cc2ccccc2)c(=O)[nH]c1=O
    /	-3.1%[11.6 µM]	11.2	/	2.6%	/
CCOCCCn1c(SCC(=O)Nc2ccccc2OC)nc2ccccc2c1=O
    -1.4%	2.7%	?	-6.3%	-20.9%	-10.8%
CCN(CC)CCNC(=O)C12CC3CC(C)(CC(C)(C3)C1)C2
    -0.5%	4.8%	?	0.5%	?	-12.0%
COc1ccc(NC(=O)/C(=C/c2cccs2)NC(=O)c2ccco2)cc1
    -0.8%	-2.5%	-27.1	-0.5%	17.2%	-1.1%
